Screening data (PubChem BioAssay)
Luciferase inh: Firefly luciferase inhibition profiling of diverse chemical library using quantitative high-throughput screening; hit rate 2.5% among 76,000; AID 1347043, 2019; purified P. pyralis luciferase, luminescence, biochemical; Luciferin 4-monooxygenase (Photinus pyralis), P08659; Potency, µM (series often up to 115 µM), without a hit: at the highest dose activity change, negative = inhibition, most hits filed as inhibitors; also: potency is read from the fitted curve at half-maximal effect; nearly all actives have a fitted effect of over 65% in size
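Luminescence read by CCD imager after adding enzyme (10nM final) to wells holding compound, titrated in qHTS. Substrates 10uM each D-luciferin and ATP; buffer 50mM Tris acetate pH 7.5, 10mM Mg acetate, Tween-20, BSA.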
HEK cytotox: Cytotoxic Profiling in HEK 293 Cell Line of Diverse Libraries Using Quantitative High-Throughput Screening | HEK 293 viability, ATP luminescence (CellTiter-Glo), 48-72 h | Potency, µM (series often up to 115 µM), for inactives: top-dose activity change, negative = cytotoxicity, usual class: inhibitors | hit rate 6.6% among 94,000; also: potency is read from the fitted curve at half-maximal effect; nearly all actives have a fitted effect of over 60% in size
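Pintool-delivered compounds were incubated with HEK 293 cells (250 cells/well) at 37 degree Celsius for 48 or 72 hr. ATP-dependent luminescence (CellTiter-Glo) then reported remaining viable cells.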
HEK293 viab: GF-AFC viability counterscreen for inhibitors of alpha-synuclein gene (SNCA) expression; HEK-293-SNCA-luc viability, GF-AFC fluorescence, 24 h; Potency, µM (series often up to 57.1 µM), for the others: top-dose activity change, negative = cytotoxicity, most hits filed as cytotoxic; hit rate 0.12% among 150,000; AID 1671193, 2021;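 also: potency is read from the fitted curve at half-maximal effect; 0% = DMSO-treated cells and -100% = medium-only wells without cells; nearly all actives have a fitted effect of over 30% in size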
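HEK-293-SNCA-luc cells (1500/well) plated 24 h, then exposed 24 h to a dilution series; GF-AFC added 30 min at 37C, fluorescence 405/540 nm; normalised to medium-only and DMSO wells, Hill fit.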
3T3 cytotox: Cytotoxic Profiling in NIH 3T3 Cell Line of Diverse Libraries Using Quantitative High-Throughput Screening | NIH 3T3 viability, CellTiter-Glo ATP luminescence, 48-72 h | Potency, µM (titrated, usually from 96.7 µM), without a hit: at the top dose activity change, negative = cytotoxicity, most hits filed as inhibitors | hit rate 4.3% among 94,000; also: potency is read from the fitted curve at half-maximal effect; nearly all actives have a fitted effect of over 55% in size
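Cytotoxicity is measured as loss of cellular ATP: NIH 3T3 cells (400/well) are exposed to compound for 48 or 72 hr at 37 °C, then CellTiter-Glo luminescence is imaged after 10 min at room temperature.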
IP6K1 inh: Primary qHTS assay for small molecule inhibitors of Inositol hexaphosphate kinase 1 (IP6K1). AID 1645851, 2021. Inositol hexakisphosphate kinase 1 (Homo sapiens), Q92551. activity change, % (series mostly up to about 58 µM). IP6K1 kinase, ADP-Glo luminescence, 2 h; stronger effect = lower value. hit rate 0.81% among 140,000; in the data active = activity change below about -25%
Target sequence (Q92551 whole entry, looked up): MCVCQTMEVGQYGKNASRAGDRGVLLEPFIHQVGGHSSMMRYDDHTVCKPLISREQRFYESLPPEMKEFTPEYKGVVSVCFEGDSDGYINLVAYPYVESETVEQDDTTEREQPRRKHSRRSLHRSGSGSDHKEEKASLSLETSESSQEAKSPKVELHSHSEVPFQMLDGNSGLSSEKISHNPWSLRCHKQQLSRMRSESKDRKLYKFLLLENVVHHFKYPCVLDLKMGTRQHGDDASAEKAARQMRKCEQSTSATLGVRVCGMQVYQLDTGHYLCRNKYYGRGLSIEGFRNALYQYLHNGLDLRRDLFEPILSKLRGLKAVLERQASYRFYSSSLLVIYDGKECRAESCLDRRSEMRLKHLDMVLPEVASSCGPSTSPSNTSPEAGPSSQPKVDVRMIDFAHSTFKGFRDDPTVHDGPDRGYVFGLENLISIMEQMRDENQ
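ADP-Glo luminescence measures ADP made by human IP6K1 during a 2 h RT reaction with ATP/IP6 (mix at 1.3 mM/130 uM); top library doses 57.5 and 19.1 uM final.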
SNCA expr inh: Primary qHTS assay for inhibitors of alpha-synuclein gene (SNCA) expression. hit rate 0.17% among 140,000. Potency, µM (highest dose often 57.2 µM), without a hit: at the top dose activity change, negative = inhibition, usual class: inhibitors. HEK-293 SNCA-luciferase knock-in, luminescence, 24 h;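 also: potency is read from the fitted curve at half-maximal effect; plate controls were DMSO cells for no effect and cell-free wells for full effect; nearly all actives have a fitted effect of over 45% in size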
GPT2 inhibitor: Primary qHTS assay for inhibitors of Glutamate pyruvate transaminase 2 (GPT2); Recombinant GPT2, coupled pyruvate oxidase/HRP Amplex Red fluorescence; Potency, µM (top dose mostly 57.7 µM), for the others: at the highest dose activity change, negative = inhibition, most hits filed as inhibitors; hit rate 0.25% among 100,000; AID 1671188, 2021; also: potency is read from the fitted curve at half-maximal effect; nearly all actives have a fitted effect of over 60% in size; many of its hits are not listed in these tables
Target sequence (Q8TD30 whole entry, looked up): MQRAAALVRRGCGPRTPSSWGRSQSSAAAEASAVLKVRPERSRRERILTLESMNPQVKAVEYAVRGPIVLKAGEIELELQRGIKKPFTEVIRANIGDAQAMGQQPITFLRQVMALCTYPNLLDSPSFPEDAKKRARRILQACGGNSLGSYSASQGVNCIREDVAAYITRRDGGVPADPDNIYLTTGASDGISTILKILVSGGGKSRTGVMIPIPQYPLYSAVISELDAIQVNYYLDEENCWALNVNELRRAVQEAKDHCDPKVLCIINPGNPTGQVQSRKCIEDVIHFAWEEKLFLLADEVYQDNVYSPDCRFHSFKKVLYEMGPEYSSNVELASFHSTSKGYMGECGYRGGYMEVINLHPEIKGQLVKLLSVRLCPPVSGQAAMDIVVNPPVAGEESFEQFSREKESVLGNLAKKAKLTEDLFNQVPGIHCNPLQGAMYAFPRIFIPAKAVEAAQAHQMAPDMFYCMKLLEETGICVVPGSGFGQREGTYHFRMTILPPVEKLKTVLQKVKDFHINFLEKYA
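GPT2 10ng/uL, a-KG 250uM, L-Ala 2mM, HEPES pH7.5 + 0.0001% Tween; 30 min RT. Then Amplex mix (PO/HRP/ThPP), 30 min RT dark, fluorescence. AOA 50uM used as positive control.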
Active calls of the source: *; i = inactive; ? = inconclusive; / = not tested or not shown; [ ] = dose if it differs, or a comment. Unless noted, calls follow the shape of the dose curve; as a rule, active = well fitted curve in the direction sought with a large enough effect; inconclusive = small, poorly fitted or top-dose-only effect, or another doubt; inactive = no such curve, though single readings can be large; an effect the other way counts as inactive or inconclusive. Unless noted, % is scaled to controls: 0 for no effect and ±100 for the full control effect. This is a subset. The share of hits here may be higher or lower than overall.

compound	Luciferase inh	HEK cytotox	HEK293 viab	3T3 cytotox	IP6K1 inh	SNCA expr inh	GPT2 inhibitor
O=C(NC[C@H]1OC[C@@H](NC2CCCCC2)[C@@H]1O)c1cccs1	-8%[172 µM]	-5%[172 µM]	8%[87.6 µM]	-4%[138 µM]	5	44%[87.6 µM]	4%[88.5 µM]
Cc1cc2c(cc1S(=O)(=O)Nc1cccc(Cl)c1C)n(C)c(=O)c(=O)n2C	/	/	7%	/	-8	7%	/
Fc1cc(Br)ccc1Nc1c2c(nc3nc(-c4cccs4)nn13)CCCC2	/	/	-26%	/	36	?	/
COCCNC(=O)c1ccc2c(c1)N(Cc1c(F)cccc1Cl)C(=O)c1ccccc1S2	/	/	-13%	/	12	-26%	/
O=C(Cn1c2c(c(=O)n1Cc1ccccc1)CCN(Cc1ccccc1)C2)NCc1cccc(Cl)c1	5%	?	?	-22%	6	25%	4%
Cc1ccc(-n2nc(C)c3c(C)c(CCC(=O)NCc4ccc(Cl)cc4)c(C)nc32)cc1	/	/	-4%	/	5	2%	/
CCCN1CCN(CCCNC(=O)c2ccc(CS(=O)c3ccc(OC)cc3)o2)CC1 (stereo unspecified)	/	/	8%	/	21	-2%	/
COc1ccc2nc3n(c2c1)[C@@H](CNCc1ccccc1)COC3	-2%[172 µM]	?	-13%[87.6 µM]	?	-6	5%[87.6 µM]	-10%[88.5 µM]
NC(=O)[C@@H](Cc1ccccc1)NC(=O)C1=C[C@@H](NC(=O)c2cnccn2)[C@@H](O)[C@H](O)C1	5%[172 µM]	1%[172 µM]	5%[87.6 µM]	-8%[174 µM]	20	-12%[87.6 µM]	3%[88.5 µM]
CCN1CC(C(=O)NCc2noc(Cc3ccccc3)n2)CCC1=O (stereo unspecified)	0%	-11%	5%	-12%	-14	-8%	-5%
O=C(NC1CC1)c1ccc2nnc(-c3ccc(F)cc3)n2c1	/	i	1%[87.6 µM]	i	-1	8%[87.6 µM]	-5%[88.5 µM]
O=C(Cc1cccs1)N1CCCn2cc(-c3ccccc3F)nc21	-14%	?	-3%	-12%	3	-16%	i
CCOC(=O)CSc1nc2ccc(NC(=O)c3ccccc3)cc2s1	/	/	?	/	-3	63%[activator]	/
CO[C@@H](C)Cn1c(=O)n(C)c2cnc3ccc(-c4cncc(C(C)(C)O)c4)cc3c21	/	/	?	/	17	/	-22%
CN1CC(=O)N(c2ccccc2F)Cc2c(NCC3CC3)ncnc21	-1%[172 µM]	-27%[172 µM]	5%[87.6 µM]	-27%[138 µM]	7	-4%[87.6 µM]	3%[88.5 µM]
O=C(c1ccccn1)N1CCCC2(CNc3ccccc3[S+](=O)([O-])N2)C1 (stereo unspecified)	6%	i	-2%	i	4	13%	?
CCOCCn1c(=O)[nH]c2cc(C(=O)N(C)Cc3ccncc3C)ccc21	8%	-31%	3%	-23%	18	-9%	4%
C[S+](=O)([O-])N1CC2(Cc3ccccc31)CN(C(=O)c1ccc(F)cc1)C2	-9%	-15%	15%	-22%	-13	41%[activator]	i
COc1ccc(S(=O)(=O)N2CCC(Cc3nncn3-c3ccccc3)CC2)cc1	-7%	-1%	-10%	-12%	14	-21%	i
O=C1CC2(CCN(C(=O)c3ccccc3)CC2)Oc2ccccc21	-13%[172 µM]	?	-1%[87.6 µM]	?	1	8%[87.6 µM]	-4%[88.5 µM]
OCCC1CN(c2nc(-c3ccccc3)nc3c2CCC3)CCN1C1CCCC1 (stereo unspecified)	2%	?	-10%	?	10	-6%	-36%
O=C(c1ccc(Cl)cc1)N1CC2(CCN(Cc3ccc(Cl)cc3)CC2)Cc2ccccc21	/	40µM*	0%	35µM*	-9	-12%	-1%
C[C@H](O)[C@@H]1C(=O)N2C(C(=O)O)=C(S[C@@H]3CN[C@H](CNS(N)(=O)=O)C3)[C@@H](C)[C@@H]12	/	/	-4%	/	13	-13%	4%
CCCN1C(=O)CCc2cc(NC(=O)Cc3ccccc3OC)ccc21	-5%	?	-4%	-30%	6	8%	i
COCCCn1c(=O)c(C(=O)N2CCN(C(=O)c3cccc(OC)c3)CC2)nc2cccnc21	/	i	-1%	-11%	9	0%	-8%
CN(C)C(=O)C1CN(Cc2ccccc2)C(=O)N1 (stereo unspecified)	5%[575 µM]	-1%[575 µM]	2%[286 µM]	-10%[461 µM]	-4	-11%[286 µM]	3%[192 µM]
CCOCCNC(=O)C1CCN(c2nccc(Nc3ccc(C)cc3)n2)CC1	/	?	4%[12.5 µM]	?	-2	29%	i
O=C(Cc1ccc(F)cc1)N1CCCC(c2nn(-c3ccc(F)cc3)c(=O)[nH]2)C1 (stereo unspecified)	6%	?	-5%	-24%	9	-22%	i
COc1ccc(-c2cc(C(F)(F)F)n3nc(C(=O)O)c(Cl)c3n2)cc1OC	/	/	-1%	/	12	29%	/
CN(C)c1ccc(CNC(=O)c2cnc3sc(N4CCCCCC4)nn3c2=O)cc1	/	/	4%	/	-11	-7%	/
Cc1cc(C)cc(-c2ccc(CN3CCCC3C(=O)Nc3ccccc3Cl)cc2)c1 (stereo unspecified)	/	-15%	12%	-18%	-10	16%	i
c1ccc2cc(-c3noc([C@@H]4Cc5nc[nH]c5CN4CC4CCCCC4)n3)ccc2c1	?	71µM*	-12%[87.6 µM]	50µM*	11	40%[activator][87.6 µM]	3%[88.5 µM]
CNC(=O)N1CCC(Cc2nncn2C(C)C)C1 (stereo unspecified)	-5%	3%	5%	-10%	14	-12%	i
O=C(Nc1ccc(F)cc1)c1cc(-c2ccc[nH]2)n[nH]1	5µM*	-23%	-14%	-28%	-3	2%	i
Cc1ccc(C)c(-c2[nH]ncc2CN2CCCn3nc(CO)cc3C2)c1	-1%	-10%	5%	-7%	1	-4%	-23%
COCC(=O)NC1CCC12CCN(S(=O)(=O)c1cn(C)cn1)CC2 (stereo unspecified)	-4%	-3%	6%	-1%	-7	-3%	-14%
C=C1CC2OC(=O)C(=C)C2C(OC(=O)/C(C)=C\C)CC2(C)OC1=CC2=O (stereo unspecified)	/	/	?	/	-8	/	?
CCN1CCN(C(=O)Cn2c(C)ccc(NC(=O)Nc3ccc(C)cc3)c2=O)CC1	4.5µM*	-14%	1%	-2%	-7	14%	-15%
Cn1c(CO[C@H]2CN(Cc3ccc(C#N)cc3)C[C@H]2F)nc2ccccc21	-6%[172 µM]	-25%[172 µM]	0%[87.6 µM]	-21%[138 µM]	-3	0%[87.6 µM]	i
O=C1CC(c2ccccc2)NCCCCCCN1 (stereo unspecified)	2%	i	10%	-14%	-1	-7%	-17%
COc1cc(-c2ccnc(-c3nnc(C)n3Cc3ccncc3)c2)ccn1	-2%[172 µM]	3%[172 µM]	11%[87.6 µM]	?	-11	10%[87.6 µM]	5%[88.5 µM]
Cc1noc(-c2ccco2)c1C(=O)NCc1cccc2ccccc12	-2%	?	4%	?	1	-3%	?
CCOc1ccc(CCNC(=O)c2cccc(Nc3nc4ccccc4nc3-n3nc(C)cc3C)c2)cc1OCC	/	/	-8%	/	6	38%[activator]	/
O=c1[nH]c2ccc(NCc3ccccc3F)cc2[nH]1	/	/	2%	/	14	38%[activator]	/
CCc1nncn1C1CCN(S(=O)(=O)c2ccc(C)c(C)c2)CC1	1%	-30%	-5%	?	15	-20%	i
COCCN1C(=O)[C@H]2CN(Cc3cc(F)c(F)cc3F)C[C@H]2C1=O	0%	3%	3%	i	10	1%	i
O=C1CCC2(CCCN(c3ncc(Cl)cc3F)C2)CN1Cc1cccnc1 (stereo unspecified)	7%	-6%	11%	2%	1	-4%	-10%
O=C(NCCn1cc(SCc2ccc(C(F)(F)F)cc2)c2ccccc21)c1ccccc1F	/	/	4%	/	15	-2%	/
O=C(NCc1ccc2c(c1)OCO2)c1ccc2c(c1)N(Cc1ccccc1)C(=O)c1ccccc1S2=O (stereo unspecified)	/	/	-13%	/	47	6%	/
COc1cc(Cl)c(C)cc1NC(=O)c1ccc2c(Cl)c3c(nc2c1)CCC3	/	/	0%	/	17	5%	/
CN(C)c1nccnc1OC1CCN(C(=O)c2ccn[nH]2)C1 (stereo unspecified)	25µM*	0%	-1%	i	22	79%[activator]	-10%
Cc1cn2nc(C(=O)NCc3ccccn3)cc2c(=O)[nH]1	-20%	-6%	3%	-16%	-11	26%	i
Cc1nc2c(c(NC3CC3)n1)CCN(C(=O)CCc1ccncc1)CC2	-8%	3%	-5%	-4%	20	23%	i
Cc1ccc(C(=O)N2CCCC(n3cc(-c4nc(C5CC5)no4)nn3)C2)cc1F (stereo unspecified)	1%	?	3%	?	3	4%	4%
O=c1cc(-c2cnccn2)oc2c(Nc3cccc(OC(F)(F)F)c3)nccc12	?	?	-7%[87.6 µM]	?	-18	-24%[87.6 µM]	i
O=C(CC1CCCC1)N1CCC(Nc2cccnc2)C1 (stereo unspecified)	6%	-14%	-4%	0%	8	-3%	?
O=C(NCc1ccccn1)C1CCCN(C2CCN(C(=O)Cn3cnnn3)CC2)C1 (stereo unspecified)	2%	-11%	-2%	-12%	6	9%	3%[11.5 µM]

Full records as entered above. Order of values: Luciferase inh | HEK cytotox | HEK293 viab | 3T3 cytotox | IP6K1 inh | SNCA expr inh | GPT2 inhibitor
Results for CCc1nncn1C1CCN(S(=O)(=O)c2ccc(C)c(C)c2)CC1 = 1% | -30% | -5% | ? | 15 | -20% | i
Results for Cc1cn2nc(C(=O)NCc3ccccn3)cc2c(=O)[nH]1 = -20% | -6% | 3% | -16% | -11 | 26% | i
